Screening data: PubChem BioAssay, several laboratories
MC4R barr agon = agonists of human melanocortin 4 receptor (MC4R) beta-arrestin; P32245; U2OS MC4R beta-arrestin complementation, luminescence; percent of melanotan II response, DMSO zero; activation, % at 8.9 µM; 0.98% of 360,000 active; AID 540308;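 active = activation above a per-plate cutoff, the mean activation of sample wells on that plate plus 3 SD, cut at about 8% in these data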
MC4R antagonist = human MC4R antagonism in cAMP assay | P32245 | MC4R-expressing cells, MTII-stimulated cAMP, LANCE TR-FRET | inhibition, % at 6.5 µM | 0.48% of 360,000 active | AID 540295;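 active = inhibition above its plate's cutoff, the mean of tested wells on that plate plus 3 SD, cut at about 29% in these data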;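 also: 0% = Melanotan II alone and 100% = Melanotan II plus saturating MCL0020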
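Assay system: U2OS cells stably expressing human melanocortin 4 receptor (MC4R) / Dosing: 6.5 µM / Timing: compound 30 min, challenge 1 h, detection 1 h / Measured by: Eu-cAMP/anti-cAMP TR-FRET, emission 671 nm / Replicates: singlicate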
SRC1 inh = human NCOA1 inhibition. HEK293 GAL4-SRC1 luciferase reporter, luminescence. AID 588354. Q15788. 0.12% of 360,000 active. inhibition, % at 3.6 µM;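 active = inhibition above the campaign mean plus 3 SD, with each screening campaign given its own cutoff, cut at about 60% in these data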;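 also: 0% = DMSO treated cells and 100% = gossypol at 36 µM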
NCOA2 inhibitor = human SRC2 (NCOA2) inhibition; 0.17% of 370,000 active; HEK293 GAL4-SRC2 luciferase reporter, luminescence; inhibition, % at 9 µM;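 active = inhibition above the mean inhibition of all tested compounds plus 3 SD, set per campaign, cut at about 52% in these data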;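 also: 0% = DMSO treated cells and 100% = cells given Gossypol at 36 µM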
NOD2 RIPK2 PPI = inhibitors of human NOD2-RIPK2 interaction. inhibition, % at 4.98 µM. CHO BLA complementation NOD2-RIPK2, CCF4 ratio. O43353. 0.38% of 360,000 active; in the data active = inhibition above about 21%;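 also: 0% = vehicle only and 100% = reference blocker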
ABHD5 PLIN5 PPI = inhibitors of human ABHD5-perilipin-5 interaction. Q00G26+Q8WTS1. Split G. princeps luciferase complementation, luminescence, 4 h. inhibition, % at 4 µM. 0.78% of 360,000 active;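 active = inhibition above the mean inhibition across every tested compound plus 3 SD, cut at about 22% in these data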;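 also: 0% = DMSO only wells and the 100% control is not disclosed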
Target sequence (Q00G26 whole entry, looked up): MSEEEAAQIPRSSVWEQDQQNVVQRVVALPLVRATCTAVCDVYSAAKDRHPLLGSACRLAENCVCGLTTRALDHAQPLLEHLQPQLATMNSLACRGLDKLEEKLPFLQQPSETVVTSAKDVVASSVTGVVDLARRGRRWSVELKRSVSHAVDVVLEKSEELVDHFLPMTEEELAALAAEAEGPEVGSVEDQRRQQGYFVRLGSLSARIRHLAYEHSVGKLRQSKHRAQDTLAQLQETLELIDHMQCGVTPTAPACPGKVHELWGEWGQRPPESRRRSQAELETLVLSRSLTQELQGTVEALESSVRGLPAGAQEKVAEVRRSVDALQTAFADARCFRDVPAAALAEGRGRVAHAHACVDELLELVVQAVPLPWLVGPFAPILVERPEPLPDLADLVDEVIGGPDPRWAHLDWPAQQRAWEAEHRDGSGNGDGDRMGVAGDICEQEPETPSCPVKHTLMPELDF
Target sequence (Q8WTS1 whole entry, looked up): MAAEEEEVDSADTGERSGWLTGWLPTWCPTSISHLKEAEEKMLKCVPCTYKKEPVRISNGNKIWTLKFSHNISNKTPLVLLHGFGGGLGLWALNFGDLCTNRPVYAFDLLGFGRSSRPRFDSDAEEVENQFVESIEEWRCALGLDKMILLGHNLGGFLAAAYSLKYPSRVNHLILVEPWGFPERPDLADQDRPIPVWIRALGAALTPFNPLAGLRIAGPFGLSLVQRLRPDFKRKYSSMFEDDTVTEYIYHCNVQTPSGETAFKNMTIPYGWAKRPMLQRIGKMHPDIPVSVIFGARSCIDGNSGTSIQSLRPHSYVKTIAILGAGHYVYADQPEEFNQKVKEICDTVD
SRC3 inh = human NCOA3 inhibition; AID 588352; inhibition, % at 3.6 µM; HEK293 GAL4-SRC3 luciferase reporter, luminescence; Q9Y6Q9; 0.17% of 360,000 active;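 active = inhibition above a per-campaign cutoff, the mean of all compounds plus 3 SD, cut at about 60% in these data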;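 also: 0% = DMSO-treated cells and 100% = gossypol-treated cells at 36 µM; higher means less SRC3-driven luciferase light from the GAL4 reporter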
LMP1 NFkB inh = reduces LMP1-driven NF-kappaB luciferase signal; 0.69% of 350,000 active; LMP1-induced NF-kappaB luciferase reporter cells, luminescence; AID 504558; inhibition, % at 12.5 µM; in the data active = inhibition above about 41%;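 also: 0% = neutral control wells and 100% = reference inhibitor control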
TLR9-MyD88 block = inhibitors of human TLR9-MyD88 binding; Q9NR96+Q99836; CHO BLA complementation TLR9-MyD88, CCF4 FRET ratio; inhibition, % at 4.98 µM; 0.21% of 340,000 active;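 active = inhibition above the mean over all tested compounds plus 3 SD, cut at about 21% in these data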;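 also: 0% = DMSO only wells and 100% = clavulanate BLA inhibitor control wells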
NR2F2 inh = blocks human COUP-TFII nuclear receptor; HEK293T NGFI-A luciferase reporter, luminescence; inhibition, % at 8.6 µM; 0.7% of 370,000 active;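 active = inhibition above a per-plate cutoff, mean inhibition of test wells between control levels plus 3 SD, cut at about 38% in these data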;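 also: cells cotransfected with COUP-TFII expression vector driving the NGFI-A reporter; 0% = median of COUP-TF2 test wells and 100% = reporter-only cells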
NR5A2 inv ag = suppresses constitutive activity of human LRH-1. O00482. HEK293T StAR-luciferase reporter, LRH-1 transfected, 24 h. inhibition, % at 3.6 µM. 0.13% of 360,000 active;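 active = inhibition above the mean inhibition of all tested compounds plus 3 SD, cut at about 73% in these data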;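 also: 0% = DMSO wells and 100% = reporter-only cells lacking LRH-1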
Starred values were filed as active, the others as inactive.

SMILES	MC4R barr agon	MC4R antagonist	SRC1 inh	NCOA2 inhibitor	NOD2 RIPK2 PPI	ABHD5 PLIN5 PPI	SRC3 inh	LMP1 NFkB inh	TLR9-MyD88 block	NR2F2 inh	NR5A2 inv ag
COc1ccccc1NC(=O)c1ccc(NS(=O)(=O)c2ccc(F)c(Cl)c2)cc1	2.2	1.3	5.9	-21.5	-1.4	-1.9	11.2	4.0	9.6	1.7	8.3
O=C(CSc1nc2ccccc2nc1SCC(=O)N1CCCCC1)N1CCCCC1	0.8	17.6	-260.6	2.0	-6.4	0.7	23.3	-4.3	-7.0	-2.4	-15.1
O=C(CCN1CCc2ccccc21)c1ccc2c(c1)OCCO2	-1.7	14.3	-71.9	-19.8	-2.6	8.9	-47.9	-10.4	13.8	-14.2	-24.5
Cc1ccc(-c2cc3nc(-c4ccccc4)cc(N4CCOCC4)n3n2)cc1	2.1	13.4	-2.3	-10.7	-3.4	-6.5	-2.7	-8.7	6.3	3.8	-3.1
CCOC(=O)c1c(N)sc(C(=O)N(C)C)c1CN1CCOCC1	-1.8	-0.2	5.8	4.6	-9.1	-3.0	0.7	-5.0	1.1	-10.9	-0.5
Cc1nn(C)cc1CNC(=O)c1ccc(Br)o1	-2.5	4.6	6.1	-9.1	-16.0	0.1	14.3	-6.4	5.4	-5.7	8.3
CCOc1ccc(Nc2ccc3nonc3c2[N+](=O)[O-])cc1	-2.6	-7.0	6.5	-39.3	10.0	3.3	-4.5	-6.2	-14.2	-5.9	-8.9
Cc1sc2ncn(CC(=O)N3CCC(C(N)=O)CC3)c(=O)c2c1S(=O)(=O)N1CC(C)CC(C)C1 (stereo unspecified)	-1.2	-0.4	3.9	-0.4	-12.2	1.6	6.2	-2.9	-2.9	16.1	-13.3
CC(C)(C)OC(=O)NCc1ccc(CNC(=O)c2[nH]cnc2C(=O)N[C@@H](Cc2ccccc2)C(=O)OCc2ccccc2)cc1	6.6	-9.6	2.7	-27.5	1.8	-1.9	6.0	4.4	-1.0	3.4	6.1
CCOc1ccc(NC(=O)CCNC(=O)C2CCN(S(=O)(=O)c3ccccc3)CC2)cc1	-1.2	0.7	-10.8	16.1	-3.7	-9.0	-4.4	3.0	1.1	3.2	5.3
Cc1sc2ncn(CC(=O)NCCc3ccccc3)c(=O)c2c1C	1.0	3.6	-37.5	-10.8	-0.8	7.4	16.6	-1.4	-2.3	-2.0	-2.3
Cn1c2ccccc2c2cc(C(=O)OCC(=O)N3CC(=O)Nc4ccccc43)sc21	2.3	8.9	-21.0	-8.2	0.6	-2.4	1.9	5.8	1.6	-0.5	1.4
Cc1nc2[nH]c(=O)c3c(n2n1)NC1=C(C(=O)CC(C)(C)C1)C3c1ccccc1 (stereo unspecified)	-3.4	3.9	-7.5	-22.2	5.3	-4.4	1.7	-0.1	0.6	4.0	-3.4
COc1cc(C(=O)OCC(=O)N(C)Cc2ccccc2)cc(OC)c1OC	-0.9	-0.4	1.0	5.5	-13.9	-4.4	2.0	3.8	2.4	-0.7	-5.1
CCCC(=O)Nc1ccc(NCc2ccc(C)s2)cc1	-0.1	1.5	9.3	-21.2	3.8	1.7	0.8	-2.0	-7.1	-0.7	-21.9
COc1cccc(-c2cc(C(=O)Nc3ccc([N+](=O)[O-])cn3)c3ccccc3n2)c1	1.6	3.5	-7.1	16.1	3.5	-5.2	10.0	-10.6	-0.9	12.1	-7.6
COc1ccc(NS(=O)(=O)c2ccc(C)c(C(=O)N3CCC3)c2)cc1	-2.1	5.7	-4.1	-5.3	-10.9	-7.5	-5.4	-1.9	4.3	-0.1	-14.6
COc1ccc(Cc2n[nH]c(=S)n2NC(=O)Nc2ccc(C)cc2)cc1	-1.9	2.0	-42.4	-38.9	0.6	3.0	-23.9	-11.7	3.9	-42.0	-20.1
C/C(Cl)=C\Cn1c(N2CCCCCC2)nc2c1c(=O)n(C)c(=O)n2C	1.6	-0.1	-4.9	2.9	-1.4	1.5	13.4	6.1	5.2	7.2	-0.9

Two records picked at random from the list so far:
SMILES	MC4R barr agon	MC4R antagonist	SRC1 inh	NCOA2 inhibitor	NOD2 RIPK2 PPI	ABHD5 PLIN5 PPI	SRC3 inh	LMP1 NFkB inh	TLR9-MyD88 block	NR2F2 inh	NR5A2 inv ag
CCCC(=O)Nc1ccc(NCc2ccc(C)s2)cc1	-0.1	1.5	9.3	-21.2	3.8	1.7	0.8	-2.0	-7.1	-0.7	-21.9
Cc1nc2[nH]c(=O)c3c(n2n1)NC1=C(C(=O)CC(C)(C)C1)C3c1ccccc1 (stereo unspecified)	-3.4	3.9	-7.5	-22.2	5.3	-4.4	1.7	-0.1	0.6	4.0	-3.4

7 entries from above, with two lines to a compound:
Second line of a record – MC4R barr agon | MC4R antagonist | SRC1 inh | NCOA2 inhibitor | NOD2 RIPK2 PPI | ABHD5 PLIN5 PPI | SRC3 inh | LMP1 NFkB inh | TLR9-MyD88 block | NR2F2 inh | NR5A2 inv ag
> CCOc1ccc(NC(=O)CCNC(=O)C2CCN(S(=O)(=O)c3ccccc3)CC2)cc1
    -1.2 | 0.7 | -10.8 | 16.1 | -3.7 | -9.0 | -4.4 | 3.0 | 1.1 | 3.2 | 5.3
> Cc1sc2ncn(CC(=O)NCCc3ccccc3)c(=O)c2c1C
    1.0 | 3.6 | -37.5 | -10.8 | -0.8 | 7.4 | 16.6 | -1.4 | -2.3 | -2.0 | -2.3
> Cn1c2ccccc2c2cc(C(=O)OCC(=O)N3CC(=O)Nc4ccccc43)sc21
    2.3 | 8.9 | -21.0 | -8.2 | 0.6 | -2.4 | 1.9 | 5.8 | 1.6 | -0.5 | 1.4
> Cc1nc2[nH]c(=O)c3c(n2n1)NC1=C(C(=O)CC(C)(C)C1)C3c1ccccc1 (stereo unspecified)
    -3.4 | 3.9 | -7.5 | -22.2 | 5.3 | -4.4 | 1.7 | -0.1 | 0.6 | 4.0 | -3.4
> COc1cc(C(=O)OCC(=O)N(C)Cc2ccccc2)cc(OC)c1OC
    -0.9 | -0.4 | 1.0 | 5.5 | -13.9 | -4.4 | 2.0 | 3.8 | 2.4 | -0.7 | -5.1
> CCCC(=O)Nc1ccc(NCc2ccc(C)s2)cc1
    -0.1 | 1.5 | 9.3 | -21.2 | 3.8 | 1.7 | 0.8 | -2.0 | -7.1 | -0.7 | -21.9
> COc1cccc(-c2cc(C(=O)Nc3ccc([N+](=O)[O-])cn3)c3ccccc3n2)c1
    1.6 | 3.5 | -7.1 | 16.1 | 3.5 | -5.2 | 10.0 | -10.6 | -0.9 | 12.1 | -7.6

Only part of the results is shown (hit frequency here may not be typical).
